High-throughput results: PubChem, Broad Institute
C2C12 statin: suppression of simvastatin myotoxicity | rescue of ATP level, % at 7.49 µM | AID 602340 | actives 0.78% (n = 330,000) | C2C12 myotubes + simvastatin, ATP luminescence, 48 h; scaled: DMSO 0, geranylgeraniol control 100;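 active means mean ATP rescue above about 67%, or every replicate alone reaching that limit, limit read from the data, passing the limit was not always enough; inconclusive means no clear call, values can overlap the other calls; inactive means mean under the limit and some replicate under it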;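 further: myotubes were challenged with 10 µM simvastatin during compound exposure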
miR122 inh: miR-122 inhibition in Huh7 cells; actives 0.3% (n = 340,000); AID 602342; activation (reporter increase), % at 12.5 µM; Huh7 miR-122 Renilla luciferase sensor, 48 h; neutral wells = 0, positive control = 100;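 active means mean replicate activation score at least 90 and every replicate individually at or above 90; inconclusive means only one of the two criteria met; inactive means neither criterion met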;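 further: higher luciferase means less miR-122 activity so hits act as miR-122 inhibitors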
esBAF inh: SWI/SNF esBAF complex inhibition | mouse ES cells, Bmi1-luciferase knock-in reporter, 24 h; 100% = twice the neutral-well signal | reporter increase, % at 12.5 µM | actives 2% (n = 350,000) | AID 602393; in the data active means activation above about 40%; inconclusive means no clear call, values can overlap the other calls;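 further: 0% = median of the plate's neutral control wells and 100% = double that signal; a rise in the Bmi1 reporter signal indicates esBAF inhibition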
SIRT5 inh: inhibitors of human sirtuin-5 desuccinylase. Q9NXA8. Purified SirT5, succinyl-peptide AMC, trypsin-coupled fluorescence. inhibition, % at 15 µM. actives 1.1% (n = 330,000). AID 652115; in the data active means inhibition above about 15%; inconclusive means no clear call, values can overlap the other calls
Target sequence (Q9NXA8 whole entry, looked up): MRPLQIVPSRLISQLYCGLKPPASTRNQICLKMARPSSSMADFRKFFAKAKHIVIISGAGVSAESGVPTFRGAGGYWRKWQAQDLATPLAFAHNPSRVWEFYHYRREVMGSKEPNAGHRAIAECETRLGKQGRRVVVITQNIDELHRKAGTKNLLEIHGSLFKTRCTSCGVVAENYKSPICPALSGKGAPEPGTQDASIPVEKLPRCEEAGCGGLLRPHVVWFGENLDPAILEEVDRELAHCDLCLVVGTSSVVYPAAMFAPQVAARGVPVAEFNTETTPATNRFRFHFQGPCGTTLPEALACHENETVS
ARNT-TACC3 inh: ARNT/TACC3 interaction disruption; Q9Y6A5; AlphaScreen His-ARNT PAS-B/GST-TACC3 binding, luminescence; TACC3 fragment carries E629A point mutation; inhibition, % at 9.99 µM; actives 0.66% (n = 390,000);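 active means mean inhibition of replicates at least 50% and at least half of replicates each reaching 50%; inconclusive means half or more replicates reach 50% but mean below 50%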;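 further: 0% = complete ARNT plus TACC3 wells and 100% = ARNT alone without TACC3; many hits fall short of the cut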
ERp5 inh: ERp5 (human) disulfide isomerase inhibition. Q15084. ERp5 insulin aggregation, absorbance 650 nm, 90 min. inhibition, % at 9.99 µM. actives 0.05% (n = 350,000);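 active means mean replicate inhibition above about 25%, with every replicate also reaching it, limit read from the data, passing the limit was not always enough; inconclusive means only one of those two criteria met; inactive means neither criterion met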
Target sequence (Q15084 whole entry, looked up): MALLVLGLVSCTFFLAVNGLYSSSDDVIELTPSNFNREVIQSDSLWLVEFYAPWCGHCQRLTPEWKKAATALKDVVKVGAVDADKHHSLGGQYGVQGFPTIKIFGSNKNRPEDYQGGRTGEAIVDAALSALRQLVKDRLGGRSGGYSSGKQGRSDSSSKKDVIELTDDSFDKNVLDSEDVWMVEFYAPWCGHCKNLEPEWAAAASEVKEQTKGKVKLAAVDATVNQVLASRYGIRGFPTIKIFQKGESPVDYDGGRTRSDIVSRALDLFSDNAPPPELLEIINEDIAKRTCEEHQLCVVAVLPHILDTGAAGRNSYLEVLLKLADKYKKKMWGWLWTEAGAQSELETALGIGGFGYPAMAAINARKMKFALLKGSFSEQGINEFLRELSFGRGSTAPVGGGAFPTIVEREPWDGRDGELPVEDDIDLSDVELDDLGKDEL
Cneo AK release: causes C. neoformans cell lysis; actives 0.2% (n = 360,000); lysis activity, % at 15 µM; adenylate kinase release luminescence, 4 h; normalised: neutral wells 0, clomiphene wells 100;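 active means mean lysis activity across replicates of at least 80%, whatever share of replicates individually reach that level; inactive means mean lysis activity below 80%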
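Schedule: static 4 h at 37 °C with compound, 1 h detection; system: C. neoformans cells; benchmarks: Clomiphene as positive control; buffer or medium: fresh YPD medium; measure: luminescence rise reflecting yeast cell lysis; measured by: luminescent adenylate kinase detection reagent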
The depositor's hits bear a star; u = inconclusive; x = not tested or not shown; [ ] = dose if it differs, or a comment.

SMILES	C2C12 statin	miR122 inh	esBAF inh	SIRT5 inh	ARNT-TACC3 inh	ERp5 inh	Cneo AK release
CO[C@H]1CN(C)C(=O)c2ccc(NC(=O)NC(C)C)cc2OC[C@H](C)N(CC2CC2)C[C@H]1C	2	-7[16.7 µM]	2	2	x	0	0
CC(C)NC(=O)N(C)C[C@@H]1OCCCC[C@@H](C)Oc2ccc(NC(=O)c3ccccc3)cc2C(=O)N([C@H](C)CO)C[C@H]1C	x	-13[16.7 µM]	x	4	-2	5	103*
CCOC(=O)c1c(C)n(C)c2ccc(OC)c(NS(=O)(=O)CC)c12	x	-20	x	x	-11	x	2
O=C(Oc1cncc(Cl)c1)c1sccc1Cl	x	10	x	1	-3	1	2
COC1=CC(=O)CC(C)C12Oc1c(Cl)c(OC)cc(OC)c1C2=O (configuration not stated)	-5	0	3	1	-4	-5	1
O=C(CNc1ccccc1Cl)c1ccc(Br)cc1	-3	4	4	-2	-6	0	-2
CC(C)C#Cc1cnc2c(c1)C(=O)N([C@@H](C)CO)C[C@@H](C)[C@@H](CN(C)C(=O)c1cnccn1)O2	20	2[16.7 µM]	0	0	-20	1	6
CCOC(=O)N1CCN(C(c2ccc(C)cc2)c2sc3nc(C)nn3c2O)CC1 (configuration not stated)	16	x	3	-5	-2	-4	4
O=C(NCc1ccccn1)C1CCCCC1	11	-5	4	-2	-16	-2	-2
O=c1c2cccnc2[nH]c(=S)n1CCCN1CCN(c2ccc(F)cc2)CC1	4	-9	2	x	-10	x	-1
COc1ccc(N2C(=O)C3CCCN3C2c2ccc(C)o2)cc1 (configuration not stated)	7	-5	1	x	1	-1	-1
CCCCC(=O)Nc1nn(CCC)c2nc3ccccc3cc12	21	-5	-3	x	-17	x	1
COC(=O)c1cccc(COC(=O)c2ccc(CS(=O)(=O)c3ccc(C)cc3)cc2)c1	2	7	2	x	9	x	-1
C[C@@H]1CN([C@H](C)CO)S(=O)(=O)c2ccc(-c3ccccc3)cc2O[C@H]1CN(C)C(=O)c1ccc2c(c1)OCO2	-49	5[16.7 µM]	-1	2	-6	1	13
O=C(NN1C(=O)/C(=C/c2ccc(O)c(O)c2)SC1=S)c1ccccc1	-3	x	5	10	14	1	-4
C[C@H](CO)N1C[C@H](C)[C@H](CN(C)Cc2ccncc2)OCCCC[C@H](C)Oc2ccc(NC(=O)CCCN(C)C)cc2C1=O	-2	4[16.7 µM]	1	-2	9	1	0
COCc1nc(-c2ccc(-c3ccc(C)cc3)nc2OC)no1	-9	1	43*	x	-2	x	-2
COc1ccc(NC(=O)N(C)C[C@H]2Oc3c(NC(=O)Nc4c(C)noc4C)cccc3C(=O)N([C@@H](C)CO)C[C@@H]2C)cc1	1	1[16.7 µM]	5	-1	-3	-6	-3
CCCCn1c(N(CCOC(C)=O)C(C)=O)nc2ccccc21	-4	-5	6	x	-4	x	1
COc1ccc(/C=N/Nc2nc(Nc3ccccc3)nc(N3CCCC3)n2)cc1[N+](=O)[O-]	-33	-7	-4	3	-1	2	-1
CO[C@@H]1CN(C)C(=O)c2cc(NS(C)(=O)=O)ccc2OC[C@@H](C)N(CC2CCCCC2)C[C@@H]1C	4	17[16.7 µM]	-1	-1	-3	8	1
O=C(c1ccc2c(c1)OCO2)N(CC1CCCO1)C1(C(=O)NC2CCCCC2)CCCCC1 (configuration not stated)	-4	0	-10	x	7	x	5
CS(=O)(=O)Nc1ccc2c(c1)[C@@H]1C[C@@H](CC(=O)NCc3ccccc3F)O[C@H](CO)[C@@H]1O2	-4	-1[16.7 µM]	2	-2	-1	-9	11
Cn1ncc(C(N)=O)c1NC(=S)NC(=O)c1ccc(Br)o1	x	x	x	-3	-2	10	x
Nc1nc(-c2ccc(C(=O)O)cc2)cs1	2	x	-4	38*	-11	2	x

For reference, some entries already given:
SMILES	C2C12 statin	miR122 inh	esBAF inh	SIRT5 inh	ARNT-TACC3 inh	ERp5 inh	Cneo AK release
COC(=O)c1cccc(COC(=O)c2ccc(CS(=O)(=O)c3ccc(C)cc3)cc2)c1	2	7	2	x	9	x	-1
C[C@@H]1CN([C@H](C)CO)S(=O)(=O)c2ccc(-c3ccccc3)cc2O[C@H]1CN(C)C(=O)c1ccc2c(c1)OCO2	-49	5[16.7 µM]	-1	2	-6	1	13
O=C(NN1C(=O)/C(=C/c2ccc(O)c(O)c2)SC1=S)c1ccccc1	-3	x	5	10	14	1	-4
C[C@H](CO)N1C[C@H](C)[C@H](CN(C)Cc2ccncc2)OCCCC[C@H](C)Oc2ccc(NC(=O)CCCN(C)C)cc2C1=O	-2	4[16.7 µM]	1	-2	9	1	0
COCc1nc(-c2ccc(-c3ccc(C)cc3)nc2OC)no1	-9	1	43*	x	-2	x	-2
COc1ccc(NC(=O)N(C)C[C@H]2Oc3c(NC(=O)Nc4c(C)noc4C)cccc3C(=O)N([C@@H](C)CO)C[C@@H]2C)cc1	1	1[16.7 µM]	5	-1	-3	-6	-3
CCCCn1c(N(CCOC(C)=O)C(C)=O)nc2ccccc21	-4	-5	6	x	-4	x	1
COc1ccc(/C=N/Nc2nc(Nc3ccccc3)nc(N3CCCC3)n2)cc1[N+](=O)[O-]	-33	-7	-4	3	-1	2	-1
CO[C@@H]1CN(C)C(=O)c2cc(NS(C)(=O)=O)ccc2OC[C@@H](C)N(CC2CCCCC2)C[C@@H]1C	4	17[16.7 µM]	-1	-1	-3	8	1
O=C(c1ccc2c(c1)OCO2)N(CC1CCCO1)C1(C(=O)NC2CCCCC2)CCCCC1 (configuration not stated)	-4	0	-10	x	7	x	5
CS(=O)(=O)Nc1ccc2c(c1)[C@@H]1C[C@@H](CC(=O)NCc3ccccc3F)O[C@H](CO)[C@@H]1O2	-4	-1[16.7 µM]	2	-2	-1	-9	11

(listing goes on)
SMILES	C2C12 statin	miR122 inh	esBAF inh	SIRT5 inh	ARNT-TACC3 inh	ERp5 inh	Cneo AK release
Cc1cc(C)c(C#N)c(SCc2nc3ccccc3c(=O)[nH]2)n1	x	x	x	-6	7	-1	x
Cc1ccc(CNCCNCCO)s1	-8	-1	-3	-1	2	7	-3
Cc1ccc(S(=O)(=O)CCC(=O)OCCOc2cccc(Br)c2)cc1	-1	0	-2	-2	-1	2	0
C[C@@H]1CN([C@@H](C)CO)C(=O)c2cccc(NC(=O)c3nc4ccccc4s3)c2O[C@@H]1CN(C)S(C)(=O)=O	x	2[16.7 µM]	15	-5	3	17	-3
O=C(NCCc1ccc(Cl)cc1)C12CC3CC(CC(O)(C3)C1)C2	4	x	15	-3	-3	0	0
O=[N+]([O-])c1cc(Oc2cccnc2)cc([N+](=O)[O-])c1	x	x	x	0	-5	2	x
O=c1cc(COc2ncnc3ccccc23)nc2sccn12	-3	2	-7	2	2	1	0
COc1cccc(-c2cnc3c(NC=O)cc(-c4ccc(N5CCN(C)CC5)cc4)cn23)c1	6	5	24	-1	x	0	-2
COc1ccc(C(=O)NNC(=O)C(NC(=O)c2ccccc2NC(=O)c2ccco2)C(C)C)cc1 (configuration not stated)	x	x	x	0	4	4	x
O=C(NCC[C@H]1CC[C@@H](NC(=O)c2ccc3c(c2)OCO3)[C@@H](CO)O1)Nc1ccc(Cl)cc1	-1	x	25	1	3	-2	35
COc1ccccc1/C=C/C1NC(=O)NC(C)=C1C(=O)OC(C)C (configuration not stated)	7	-1	3	-3	-9	1	1
O=C(N1CCCCC1)N1CCCN(C(=O)N2CCCCC2)CC1	15	-2	-5	x	8	x	-1
Cn1ccnc1C(O)c1ccccc1 (configuration not stated)	-10	-6	-16	-5	-3	-4	6
O=C1Nc2cc(C(=O)N3CCN(Cc4ccccc4)CC3)ccc2SC1N1CCOCC1 (configuration not stated)	6	-7	6	x	-2	x	-1
CCCCC(=O)OCc1cn(-c2ccc(Cl)cc2)nn1	1	-1	5	x	-3	x	4
Cc1ccc(OCCSc2nc(NC(C)C)nc(NC(C)C)n2)cc1	5	-2	-5	-6	-11	6	x
O=C1C2C(c3cccc(/C=C/c4ccccc4)c3)CC=CC2C(c2ccc3ccccc3c2)N1Cc1ccccc1 (configuration not stated)	1	2	u	x	-4	1	-1
CCCc1nc2oc3c(=O)[nH]cnc3c2c2c1CCCC2	x	x	x	-3	1	1	x
COc1ccc(-c2cnc3c(c2)C(=O)N([C@H](C)CO)C[C@H](C)[C@H](CN(C)S(=O)(=O)c2ccc(F)cc2)O3)cc1	102*	-7[16.7 µM]	17	6	3	-5	7
COc1cccc(NC(=O)c2ccc3nc(C)sc3c2)c1	-2	-10	5	-1	4	4	-12
O=C(C[C@@H]1CC[C@@H](NC(=O)C2CCOCC2)[C@@H](CO)O1)NCc1ccccc1Cl	8	0[16.7 µM]	-3	-1	-6	-1	13
CCCC#Cc1ccc2c(c1)O[C@@H](CN(C)C(=O)COC)[C@@H](C)CN([C@H](C)CO)S2(=O)=O	-5	-4[16.7 µM]	-4	-1	-1	5	-7
C[C@@H]1CN([C@H](C)CO)S(=O)(=O)c2ccc(C#CCC3CCCC3)cc2O[C@H]1CN(C)C(=O)CC1CC1	-43	5[16.7 µM]	8	9	4	3	-4
C[C@@H]1CCCCO[C@H](CN(C)C(=O)Cc2ccccc2)[C@H](C)CN([C@@H](C)CO)C(=O)c2cc(NC(=O)Cc3ccccc3)ccc2O1	-60	2[16.7 µM]	3	3	0	-1	-4
O=C(CN1CCCCC1)Nc1cc(Cl)ccc1Oc1ccccc1	x	x	x	-1	-13	2	x

Additional compounds
SMILES	C2C12 statin	miR122 inh	esBAF inh	SIRT5 inh	ARNT-TACC3 inh	ERp5 inh	Cneo AK release
O=C(OCn1nnc2ccccc2c1=O)c1ccco1	6	x	-1	-1	0	-10	-2
O=S(=O)(c1ccc(OCC(O)CN2CCN(c3ccccc3Cl)CC2)cc1)N1CCOCC1 (configuration not stated)	4	11	0	x	1	x	8
O=C(/C=C/c1cccc(Cl)c1)NNC(=O)c1ccncc1	1	x	-6	-2	1	2	1
CC(C)C(=O)Nc1cccc(C(=O)Nc2nnc(C(C)(C)C)s2)c1	-23	-3	26	x	-9	x	-1
O=C(NCc1ccccc1)c1onc(CSc2ccc(Cl)cc2)c1C(=O)NCc1ccccc1	11	6	-2	0	-1	-4	5
Cc1cc(C)c2cc(CN(CCO)Cc3nnnn3Cc3ccc(F)cc3)c(=O)[nH]c2c1	-5	-3	-4	x	-4	x	0
CC(C)(C)C(=O)Nc1ccccc1C(=O)NCCC(=O)Nc1ccccc1	-3	1	1	1	-2	-8	-5
Cc1ccc(C(=O)Nc2cnc3sc(C)nn3c2=O)cc1	7	1	29	x	-10	x	-4
C[C@@H]1CCCCO[C@@H](CN(C)C(=O)c2ccccc2)[C@@H](C)CN([C@H](C)CO)C(=O)c2cc(NC(=O)NC3CCCCC3)ccc2O1	-20	-2[16.7 µM]	-9	-10	1	2	-1
CN(Cc1ccccc1)c1nc2c(c(=O)[nH]c(=O)n2C)n1CCCSc1ncccn1	x	-6	x	x	-2	x	0
O=C1c2ccccc2C(Nc2ccc(-c3nc4ccccc4[nH]3)cc2)N1Cc1ccco1 (configuration not stated)	-2	-3	-9	-1	0	4	-3
c1cncc(-c2nc(NCc3ccc4c(c3)OCO4)c3ccccc3n2)c1	x	x	x	-1	-27	6	x
O=C(NC(c1ccc(F)cc1)c1ccc2ccccc2n1)C1CCN(CCOc2ccc(F)cc2)CC1 (configuration not stated)	-25	-9	5	x	x	-6	4
COc1ccccc1CN1C[C@@H](C)[C@H](OC)CN(C)C(=O)c2cc(NC(=O)Nc3ccccc3OC)ccc2OC[C@H]1C	-31	x	4	-3	10	3	14
CCc1noc(C)c1C(=O)N1CCSC1=Nc1cccc(Cl)c1C	1	1	-2	-1	x	0	-1
CN(C)c1ccc(-n2cccc2/C=C/[N+](=O)[O-])cc1	9	0	-3	2	8	0	-1
COCCNC(=O)C[C@H]1C=C[C@H](NC(=O)NC2CCCC2)[C@@H](CO)O1	-11	x	-4	0	7	-5	24
